Compound activity: PubChem BioAssay, Broad Institute
C2C12 statin: suppressors of simvastatin-induced myotoxicity in C2C12 myotubes; AID 602340; ATP luminescence, 48 h; scaled: DMSO 0, geranylgeraniol control 100; rescue of ATP level, % at 7.49 µM; hit rate 0.78% among 330,000;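 active = mean ATP rescue above about 67%, or every replicate alone reaching that limit, limit read from the data, passing the limit was not always enough; inconclusive = no clear call, values can overlap the other calls; inactive = mean under the limit and some replicate under it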;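 also: myotubes were challenged with 10 µM simvastatin during compound exposure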
PglD inh: blocks C. jejuni PglD acetyltransferase activity; inhibition, % at 12.5 µM; purified PglD enzyme, DTNB colorimetric CoA detection; hit rate 0.098% among 360,000; in the data active = inhibition above about 16%, passing the limit was not always enough; inconclusive = no clear call, values can overlap the other calls; also: strong numbers were not always called active
FN deposition inh: fibronectin deposition inhibition | AID 743247 | inhibition, % at 12.6 µM | AH1F fibroblasts, Alexa488-fibronectin deposition fluorescence, overnight | hit rate 0.086% among 350,000;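 active = mean inhibition across replicates of 30% or more, regardless of how many single replicates reach that level; inconclusive = mean under 30% yet at least half of replicates reach 30%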;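 also: positive control wells lacked labelled fibronectin entirely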
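Test system: AH1F fibroblast monolayer depositing Alexa488-labelled fibronectin into matrix. Input: 10000 cells per well. Technique: fluorescence, ex 485 nm, em 525 nm. Buffer or medium: DMEM plus 2% serum, read in PBS. Timing: 1 h cell adhesion before compound, then overnight fibronectin incubation. Compound: single dose, pinned. Read-out basis: inhibition from reduced deposited-fibronectin fluorescence.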
CFTR F508del cor: CFTR F508del correction in bronchial cells. CFBE cells, YFP halide quenching; stimulated with forskolin plus potentiator P3; % fluorescence drop versus neutral controls. hit rate 0.36% among 350,000. activity (quench increase), % at 7.58 µM. AID 720511;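 active = mean added fluorescence quench of at least 8% versus neutral control, with both replicates also reaching 8%; inconclusive = only one of the mean or replicate conditions met; inactive = mean below 8% and not both replicates reaching 8%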;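 also: cells transiently co-express mutant CFTR-F508del with the halide-sensitive YFP; corrector assay measuring rescue of mutant channel to the surface after 24 h compound exposure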
Cneo AK release: Cryptococcus neoformans lysis via adenylate kinase release. C. neoformans lysis, adenylate kinase release luminescence, 4 h; normalised: neutral wells 0, clomiphene wells 100. lysis activity, % at 15 µM. hit rate 0.2% among 360,000;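 active = mean lysis activity across replicates of at least 80%, whatever share of replicates individually reach that level; inactive = mean lysis activity below 80%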
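Material: C. neoformans cells | Amount: Yeast cell density of 5 × 10^6 cells/mL | Medium: Fresh YPD growth medium | Dosing: Single dose | Times: Static 4 h at 37 °C with compound, 1 h detection | Detection: AK luminescence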
PGC1a acetyl inh: lowers PGC1a acetylation signal in U2OS cells; hit rate 0.17% among 350,000; inhibition, % at 15.6 µM; AlphaScreen anti-acetyl-lysine; with virally co-expressed GCN5 acetyltransferase;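 active = every replicate shows inhibition of at least 40%; inconclusive = mean inhibition at least 40% but some replicate below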;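 also: 0% = neutral control wells and 100% = positive control wells; some results beyond the cut were filed as inactive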
INS-1E GSIS act: GLuc luminescence reporter in INS-1E cells, primary screen for activators of glucose-dependent secretion of insulin; INS-1E GLuc reporter insulin secretion, 2-3 h; activation, % at 16.6 µM; hit rate 0.61% among 370,000; AID 743287;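 active = lowest replicate activation of at least 40%, so every replicate reaches that level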;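 also: 0% = median of neutral control wells and 100% = median of IBMX positive control wells; some compounds called inactive have numbers as strong as hits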
miR-122 sensor: inhibitors of miR-122 in Huh7 cells; activation (reporter increase), % at 12.5 µM; hit rate 0.3% among 340,000; Huh7 miR-122 Renilla luciferase sensor, 48 h; neutral wells = 0, positive control = 100; AID 602342;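 active = mean replicate activation score at least 90 and every replicate individually at or above 90; inconclusive = only one of the two criteria met; inactive = neither criterion met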;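 also: higher luciferase means less miR-122 activity so hits act as miR-122 inhibitors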
Starred values were filed as active, the others as inactive; ? = inconclusive; . = not tested or not shown; [ ] = dose if it differs, or a comment. Rows are unselected; 2.1% or so of the library scored in one or more.

Fields – C2C12 statin, PglD inh, FN deposition inh, CFTR F508del cor, Cneo AK release, PGC1a acetyl inh, INS-1E GSIS act, miR-122 sensor
CCN(C(=O)COC(=O)C1CC1)c1c(N)n(Cc2ccccc2)c(=O)[nH]c1=O
  3, 2, 9, 3.0, 0, -4, 16, -7
CC(C)(C)NC(=O)NC(=O)C[n+]1ccc(Cc2ccc([N+](=O)[O-])cc2)cc1
  -1, -2, -6, 2.8, 1, ., -2, .
COc1ccc(S(=O)(=O)N(C)C[C@@H]2Oc3ccc(NS(=O)(=O)c4c(C)noc4C)cc3C(=O)N([C@H](C)CO)C[C@@H]2C)cc1
  -29, 1, -7, 2.3, 0, -7, -11, 8[16.7 µM]
COC(=O)C[C@@H]1C[C@@H]2c3cc(NC(=O)NC4CCCC4)ccc3O[C@@H]2[C@@H](CO)O1
  -8, -1, 4, -4.8, -3, -1, 8, 9[16.7 µM]
O=C(O)c1ccccc1-c1ccccc1C(=O)Nc1ccc2oc(=O)c3ccccc3c2c1
  1, -2, 6, 4.1, -2, ., -8, -2
CNC[C@H]1Oc2c(NC(=O)c3cnccn3)cccc2C(=O)N([C@H](C)CO)C[C@H]1C
  -21, 0, -5, 1.0, 0, -10, 2, 6[16.7 µM]
C(=NOCCc1ccccc1)c1ccncc1
  0, -6, ., -1.2, 0, 2, ., -6
C[C@@H]1CN([C@@H](C)CO)C(=O)c2cc(NC(=O)NC3CCCCC3)ccc2O[C@@H](C)CCCCO[C@H]1CN(C)S(=O)(=O)c1ccccc1
  ., -2, 0, -1.7, 52, -14, 2, 2[16.7 µM]
COc1cccc(NC(=O)N2C[C@@H](O)COC[C@@H]3O[C@H](CC(=O)NC4CCC4)CC[C@H]32)c1
  -1, 11, -8, 4.0, -3, 4, 5, 4[16.7 µM]
COc1ccc(CN(C)C[C@@H]2Oc3c(NC(=O)Nc4ccc(F)cc4)cccc3C(=O)N([C@H](C)CO)C[C@@H]2C)cc1
  17, -5, ., -0.3, -1, 1, 5, -9[16.7 µM]
Cc1cc2nnc(SCC(=O)OC(C)C)n2c2ccccc12
  ., -2, -6, ., -1, 7, ., 6
O=C1NN(c2ccc(Cl)c(Cl)c2)C(=O)/C1=C/c1ccc(-c2ccccc2C(=O)O)o1
  -5, -12, 5, 1.3, 0, -4, 0, 1
COc1ccc(CN(C(=O)c2ccco2)C2CC(C)N(C)CC2C)cc1 (stereo unspecified)
  6, 10, 5, ., 4, 3, ., -1
CCCCN(CC)CCNC(=O)C1c2cc(OC)c(OC)cc2C(=O)N2CCc3ccccc3C12 (stereo unspecified)
  -1, -18, 8, ., 2, -29, ., -5
Cc1ccc(-n2ncc3c(=O)[nH]c(SCC(=O)N4CCN(c5ccccc5)CC4)nc32)cc1
  ., -1, ., ., 2, 13, -7, -13
COc1ccc(NC(=O)C2CC2)cc1NS(=O)(=O)c1ccc(F)cc1
  -3, -3, -1, ., -7, -5, ., -3
C[C@@H]1CN([C@H](C)CO)C(=O)c2cc(NC(=O)Nc3ccccc3)ccc2O[C@H]1CN(C)Cc1ccc(Cl)c(Cl)c1
  ., ., ., 2.0, ., 0, -16, 0[16.7 µM]
Cn1c(=O)cc(N2CCN(C(=O)c3ccco3)CC2)[nH]c1=O
  4, 8, 4, -3.1, 1, 2, 14, -2
NC(=NCCc1ccccc1)NS(=O)(=O)c1ccc(F)cc1
  ., 7, -2, ., 12, 11, 8, 2
CC(Oc1ccc(Br)cc1)C(=O)NCC(c1ccco1)N1CCCCC1 (stereo unspecified)
  8, -1, 3, 1.3, 1, 2, 23, -7
COc1cccc(S(=O)(=O)N[C@H]2CC[C@H](CCN)O[C@@H]2CO)c1
  -16, 6, -1, 0.9, -9, 2, -5, .
COc1ccc(CCNC(=O)C2CC3Cn4c(nc5ccccc54)C3N2C)cc1 (stereo unspecified)
  10, -3, 4, -0.1, 2, 0, -5, 3
CN(CC(=O)Nc1cccc(F)c1)C(=O)c1cccc(N2C(=O)CCC2=O)c1
  -11, 4, 3, -2.7, 0, -6, -7, -1
COc1cc(-c2cc(=O)c3ccccc3o2)ccc1O
  -2, -4, ., 1.2, 2, 9, 11, -5
Cc1cccn2cc(CNC(=O)c3ccco3)nc12
  9, -6, ., ., 2, ., 10, .
O=C(NCC[C@H]1CC[C@H](NS(=O)(=O)c2ccccc2)[C@@H](CO)O1)c1ccccc1F
  2, 4, -4, -0.8, -2, 0, 7, .
CSc1nc(N2CCOCC2)c2ccccc2n1
  5, ., ., -1.6, ., 4, 92*, -5
Cc1ccc(C)c(S(=O)(=O)Nc2ccc3cn[nH]c3c2)c1
  0, -4, 11, 5.8, 0, 2, -1, 153*
O=C(COc1ccc2ccccc2c1Br)Nc1ccncc1
  ., -2, -10, 0.7, -2, -3, 11, -4
Nc1c(C(=O)c2cccs2)sc2nsc(SCCN3CCCCC3)c12
  ., -6, -50, ?, 6, -31, -7, -1
COc1ccc(S(=O)(=O)N2C[C@H](O)COC[C@H]3O[C@@H](CC(=O)N[C@H]4CCN(Cc5ccccc5)C4)CC[C@@H]32)cc1
  7, 6, -7, -1.0, 48, 6, 3, -1[16.7 µM]
CNC[C@H]1Oc2c(NC(=O)c3cnccn3)cccc2C(=O)N([C@@H](C)CO)C[C@H]1C
  49, 2, -6, -0.5, -3, 5, 5, -4[16.7 µM]
Cc1ccc(S(=O)(=O)N[C@H]2CC[C@H](CCNC(=O)c3ccc4c(c3)OCO4)O[C@H]2CO)cc1
  2, 2, ., -2.4, 21, 0, -8, .
O=C(NCCCN1CCOCC1)c1ccc(-n2nc(C(F)(F)F)cc2-c2cccs2)cc1
  ., -3, ., ., 30, ., -1, 1
COc1ccc(CCNC(=O)CNC(=O)Cn2ccc3ccccc3c2=O)cc1OC
  ., -3, 4, 0.3, -2, 14, -18, -2
O=C(C[C@@H]1CC[C@@H](NC(=O)C2CC2)[C@H](CO)O1)NC1CCC1
  -8, -1, -12, -0.8, 1, -13, -9, 1[16.7 µM]
C[C@H](CO)N1C[C@H](C)[C@@H](CN(C)C(=O)Nc2ccc3c(c2)OCO3)Oc2ncc(C#CC3(O)CCCC3)cc2C1=O
  7, -6, ., -0.8, -2, 14, 6, .
Cc1ccc(C)c(N2CCN(C(=O)CCCn3c(=O)c4cccn4c4cccnc43)CC2)c1
  -9, -6, -1, -2.7, 3, ., -19, .
CCCC(=O)Nc1nnc(Cc2ccccc2)s1
  4, -2, 0, ., 4, -5, ., -2
COc1ccc(S(=O)(=O)Nc2ccc3c(c2)C(=O)N([C@@H](C)CO)C[C@H](C)[C@H](CN(C)C)OCCCC[C@H](C)O3)cc1
  ., ., 6, -3.4, ., 5, 0, -3[16.7 µM]
Cc1ccc(S(=O)(=O)N2CCC(n3nnc4cc(C)ccc43)CC2)cc1
  -68, 3, -2, ., 0, -2, ., 0
CC(C)N(Cc1nc(-c2ccccc2)no1)C(=O)COc1ccccc1
  22, -2, -5, -0.7, 1, -4, -36, -2
Cc1ccnc(NC(=O)CN(C)S(=O)(=O)c2cccc3nsnc23)c1
  2, 3, 0, ., 1, 29, ., 0
CCCNC(=O)c1onc(CSc2nc3ccccc3[nH]2)c1C(=O)NCCC
  7, -2, 16, 3.1, 2, ., -12, .
CCOC(=O)c1ccc2c(c1)nc(-c1ccccn1)n2CC
  -4, -2, 4, -0.3, -26, ., 6, 0
COC(=O)[C@@]12CCCN1[C@H](c1ccc(-c3ccc(Cl)c(Cl)c3)cc1)[C@H]1C(=O)N(C)C(=O)[C@H]12
  -6, 2, 10, 3.6, 3, 3, -22, -3
CSc1ccccc1C(=O)NCC(c1ccco1)N1CCCCC1 (stereo unspecified)
  ., ., 0, 0.1, ., -7, 0, .
C[C@@H]1CN([C@H](C)CO)C(=O)c2cc(NC(=O)CCCCCC(=O)Nc3ccccc3N)ccc2O[C@@H](C)CCCCO[C@H]1CN(C)Cc1ccc(Cl)c(Cl)c1
  ., ., -10, 0.7, ., 1, -3, .
COc1ccccc1N(C)S(=O)(=O)c1ccc(C(=O)N2CCC2)cc1
  5, -1, 4, 0.5, 0, 10, 25, -5
Cc1ccc(C(=O)O)cc1S(=O)(=O)N1CCC(C(=O)O)CC1
  -4, -4, ., ., -5, -7, ., -6

Carrying on:
Fields – C2C12 statin, PglD inh, FN deposition inh, CFTR F508del cor, Cneo AK release, PGC1a acetyl inh, INS-1E GSIS act, miR-122 sensor
O=C(Cc1ccccc1)N/N=C/c1cc(Br)c(Br)o1
  17, -3, ., ., -6, 3, -9, 7
CC1CCc2nc(N)c(C#N)c(-c3cccn3C)c2C1 (stereo unspecified)
  -5, 2, ., ., 0, 13, ., -3
Cc1nc2cc(C(=O)N3CCc4ccccc43)ccc2n1-c1ccc(F)c(F)c1
  1, -3, 9, ., 6, -1, -54, 2
COc1ccc(-c2cn(CC[C@H]3CC[C@@H](NC(=O)CCN4CCCCC4)[C@@H](CO)O3)nn2)cc1
  -8, 11, -1, 1.4, -18, 3, 8, .
COc1ccc(C(=O)NC(=S)N2CCN(c3ccccc3OC)CC2)cc1OC
  -25, -1, -8, 3.8, -2, 0, 8, -1
O=C(N/N=C/c1cccs1)c1cccnc1
  ., -2, -2, -2.3, 7, -8, ., -3
CCC1S/C(=C(\C#N)C(=O)NCc2ccco2)N(c2ccc(F)cc2)C1=O (stereo unspecified)
  13, 4, ., ., 2, 13, -6, 13
CN(c1ncc(C(F)(F)F)cc1Cl)n1cc(C(N)=O)c2ccccc2c1=O
  -3, ., ., ., -1, -10, ., -1
Nc1ccccc1-c1nnn(CC(=O)N2CCCc3ccccc32)n1
  4, -1, ., -1.1, 1, -4, 10, -4
COc1ccc(C(=O)COC(=O)CCn2c(C)csc2=O)c(OC)c1
  -4, 2, 2, -1.5, -3, 0, ., -3
Cc1ccccc1-n1c(CSC(=N)N)nc2ccccc2c1=O
  ., -1, -16, ., 1, -4, ., -1
NC(=O)CSc1nnc(Cc2csc(Nc3ccc(F)cc3)n2)n1Cc1ccccc1
  ., -4, ., ., -5, 1, ., 0
C[C@H](CO)N1C[C@H](C)[C@H](CN(C)C(=O)c2ccncc2)Oc2cc(/C=C/c3ccccc3)ccc2S1(=O)=O
  0, -2, ., -0.4, -3, -2, -12, -2[16.7 µM]
COCCn1c(SCC(=O)N2CCCCC2)nc2c(c1=O)SCC2
  ., 2, 3, -5.1, -1, 9, 0, 3
CCCNC(=O)N(C)C[C@H]1Oc2cc(C3=CCCC3)ccc2S(=O)(=O)N([C@@H](C)CO)C[C@H]1C
  1, 1, ., -1.5, 46, -6, 8, .
CCc1ccccc1N(C)S(=O)(=O)c1cc(-c2cc(C)no2)ccc1OC
  -6, 3, 1, 2.7, 7, -36, -15, 5
COc1ccc(C(=O)Nc2ccc(S(=O)(=O)NCc3ccco3)cc2)cc1OC
  6, 0, -8, ., -1, -15, ., 176*
COc1ccc(/C=C(\NC(=O)c2ccc(Cl)cc2)C(=O)NCc2cccnc2)cc1OC
  17, -4, 2, 1.0, -1, 11, 23, 6
COc1ccc(N2CCN(C(=O)CN(c3cccc(OC)c3)S(=O)(=O)c3ccccc3)CC2)cc1
  -5, 1, -7, 0.8, -1, ., 14, 4
